# High-throughput results from PubChem BioAssay.
# Keap1 Nrf2 FP = Keap1-Nrf2 protein-protein interaction inhibitors, primary screen, biochemical, fluorescence polarization, single point; Kelch-like ECH-associated protein 1 (Homo sapiens), Q14145; AID 504523, 2011; 0.15% of 340,000 active; Keap1 Kelch-Nrf2 peptide fluorescence polarization, 1536-well; inhibition, % at 9.4 µM; in the data active = inhibition above about 12%;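 note: human Keap1 Kelch domain with fluorescein labeled Nrf2 9mer peptide probe; 0% = neutral control wells and 100% = peptide positive control; higher means more block of Keap1 binding to Nrf2 peptide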
# RTF Ca sens act = cardiac RTF calcium sensitivity activators, primary screen, biochemical, IANBD-TnC fluorescence, EC20 calcium; Troponin I, cardiac muscle (Homo sapiens) + Troponin T, cardiac muscle (Homo sapiens) + …; IANBD-labeled TnC RTF fluorescence at EC20 calcium; 0% EC20 calcium, 100% full calcium; activation, % at 7.2 µM; 0.24% of 340,000 active; AID 493008, 2010;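 active = activation above the mean over all tested compounds plus 3 SD, cut at about 30% in these data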;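 note: rise in fluorescence read as greater calcium sensitivity of cardiac thin filaments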
# LANA DNA inh = inhibitors of KSHV C-LANA binding to DNA, primary screen, biochemical, fluorescence polarization, FAM-LBS DNA, MBP-C-LANA, single point; inhibition, % at 9 µM; Kaposi's sarcoma herpesvirus LANA C-terminal domain (residues 932-1162) DNA binding; 0.078% of 340,000 active;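 active = highest replicate inhibition at or above 60% at 9 µM, even if other replicates fall short; inactive = all replicates below 60% inhibition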;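 note: 0% = neutral control wells and 100% = 4 µM acridine orange control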
# CAL PDZ FP-1 = CAL PDZ peptide-binding inhibitors, primary screen, biochemical, fluorescence polarization, Cer-tagged CAL PDZ, HTS; Golgi-associated PDZ and coiled-coil motif-containing protein (Homo sapiens), Q9HD26; purified CAL PDZ, TMR-peptide fluorescence polarization, 1 h; inhibition, % at 20 µM; 0.02% of 330,000 active; AID 504414, 2011;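 active = highest replicate inhibition of at least 40%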;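 note: plate controls were DMSO neutral control wells for no effect and unlabeled competitor peptide control wells for full effect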
#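 Control set: unlabelled peptide and DMSO controls / Material: purified CerCALP PDZ construct / Timing: 1 h incubation at room temperature before polarization reading / Doses: 20 µM, one dose / Detection: fluorescence polarization (mP)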
# PKA-R2B activ = activators of PKA-R2B holoenzyme, primary screen, biochemical, fluorescence polarization, Cy5-IP20, human; cAMP-dependent protein kinase catalytic subunit beta (Homo sapiens) + cAMP-dependent …; PKA-R2B holoenzyme dissociation; R2B truncated from residue 108, S112A mutant; 0% DMSO only, 100% 113 µM cGMP; activation, % at 11.4 µM; 0.079% of 340,000 active;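 active = activation above a cutoff set at the mean over all compounds plus 3 SD, cut at about 18% in these data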;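 note: higher means more holoenzyme dissociation and a rise in polarization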
# DAGLB inhibitor = DAGLB lipase inhibitors, primary screen, biochemical, fluorescence, HTS; Diacylglycerol lipase-beta (Homo sapiens), Q8NCG7; AID 504411, 2011; inhibition, % at 5.17 µM; 0.059% of 340,000 active; HEK293T DAGLB membrane lysate, EnzChek fluorogenic substrate; in the data active = inhibition above about 34%;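 note: 0% = enzyme with vehicle and 100% = wells lacking enzyme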
# Target sequence (Q8NCG7 whole entry, looked up): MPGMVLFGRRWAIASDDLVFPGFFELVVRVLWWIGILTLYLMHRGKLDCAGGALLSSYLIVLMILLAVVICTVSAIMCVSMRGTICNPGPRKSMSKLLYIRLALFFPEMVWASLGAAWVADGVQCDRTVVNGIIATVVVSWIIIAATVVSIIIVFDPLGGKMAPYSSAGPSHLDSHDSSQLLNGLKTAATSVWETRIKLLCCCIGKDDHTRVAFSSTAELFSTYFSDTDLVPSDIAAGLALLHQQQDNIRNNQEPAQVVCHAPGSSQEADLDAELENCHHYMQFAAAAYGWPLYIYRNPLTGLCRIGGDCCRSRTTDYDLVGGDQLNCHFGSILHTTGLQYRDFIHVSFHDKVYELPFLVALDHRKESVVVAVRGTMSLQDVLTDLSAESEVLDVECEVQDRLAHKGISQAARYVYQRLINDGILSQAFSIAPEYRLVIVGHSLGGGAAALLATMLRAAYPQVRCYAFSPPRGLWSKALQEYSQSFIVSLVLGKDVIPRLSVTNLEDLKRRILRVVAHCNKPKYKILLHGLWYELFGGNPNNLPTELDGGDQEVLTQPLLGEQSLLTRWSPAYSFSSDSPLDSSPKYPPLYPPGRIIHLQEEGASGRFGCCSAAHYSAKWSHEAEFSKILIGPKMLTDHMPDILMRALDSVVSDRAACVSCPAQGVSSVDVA
# Cardiac RTF inh = cardiac RTF calcium sensitivity inhibitors, primary screen, biochemical, IANBD-TnC fluorescence, EC70 calcium. IANBD-labeled cardiac RTF, Ca2+ fluorescence. inhibition, % at 7.15 µM. 0.12% of 340,000 active. AID 493244, 2011;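 active = inhibition above the mean inhibition of all tested compounds plus 3 SD, cut at about 17% in these data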;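 note: assay run at fixed EC70 calcium of 1.6 mM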
# CAL PDZ FP-2 = untagged CAL PDZ binding inhibitors, primary screen, biochemical, fluorescence polarization, HTS | Golgi-associated PDZ and coiled-coil motif-containing protein (Homo sapiens), Q9HD26 | purified CAL PDZ, TMR-peptide fluorescence polarization, 1 h | inhibition, % at 24.9 µM | 0.92% of 300,000 active | AID 602252, 2012;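 active = mean inhibition of at least 30% with at least half of replicates also reaching 30%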;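 note: 0% = DMSO neutral control and 100% = excess unlabeled competitor peptide PRC23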
# Rtt109 HAT inh = inhibitors of C. albicans Rtt109/Vps75 HAT, primary screen, biochemical, ThioGlo CoA-SH fluorescence, plate reader; purified Rtt109/Vps75, 4 h; inhibition, % at 34.9 µM; 0.16% of 330,000 active;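 active = inhibition of at least 50% in every replicate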
# Target sequence (Q5AAJ8 whole entry, looked up): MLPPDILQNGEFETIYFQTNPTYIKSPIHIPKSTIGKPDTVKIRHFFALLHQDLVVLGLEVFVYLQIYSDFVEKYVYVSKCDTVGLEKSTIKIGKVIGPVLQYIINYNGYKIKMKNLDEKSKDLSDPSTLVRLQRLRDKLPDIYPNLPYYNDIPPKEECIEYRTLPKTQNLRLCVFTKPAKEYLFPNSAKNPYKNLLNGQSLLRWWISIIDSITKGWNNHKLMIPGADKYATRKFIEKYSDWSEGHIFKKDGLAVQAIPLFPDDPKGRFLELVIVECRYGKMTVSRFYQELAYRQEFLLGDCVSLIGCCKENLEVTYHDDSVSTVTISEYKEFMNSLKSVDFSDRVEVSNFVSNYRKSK
# SR-BI DiI-HDL act = activators of SR-BI mediated DiI-HDL uptake, primary screen, ldlA[mSR-BI] CHO cells, DiI fluorescence | 3 h; 100 = double the neutral-control signal | activation, % at 12.5 µM | 0.096% of 320,000 active;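 active = mean replicate activation of at least 60% and every replicate at or above 60%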;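 note: 0% = median plate neutral-control signal and 100% = twice that signal; values of inactives mirror those of a sister screen read the other way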
#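 Test system: SR-BI-overexpressing, LDLR-lacking CHO cells. Measured by: DiI fluorescence, bottom read. Medium: Ham's F12 with 0.5% BSA, HEPES 25 mM, pH 7.4. Timing: 3 h uptake period with compound, 37 °C.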
# Active calls of the source: *; · = not tested or not shown; & = joins results of further samples.
SMILES,Keap1 Nrf2 FP,RTF Ca sens act,LANA DNA inh,CAL PDZ FP-1,PKA-R2B activ,DAGLB inhibitor,Cardiac RTF inh,CAL PDZ FP-2,Rtt109 HAT inh,SR-BI DiI-HDL act
CCOC(=O)CNS(=O)(=O)c1ccc2c3c(cccc13)C(=O)N2CC,-3,6,0.3,0.4,-7,0,-3,0,-6,20
c1ccc(-c2nnc(-c3ccco3)n2-c2ccccc2)cc1,1,1,-0.3,-2.0,-4,0,4,-3,5,27
O=C(COC(=O)c1ccc(S(=O)(=O)Nc2ccccc2)cc1)NC1CCCC1,1,1,0.5,0.3,-2,-1,4,-4,1,0
O=C(Cc1ccsc1)NCc1ccccc1F,-3,-2,-1.1,-2.3,8,4,-2,-4,0,-4
CN(C)c1ccc(C(=O)NNC(=O)C23CC4CC(CC(C4)C2)C3)cc1,-3,-2,1.8,18,-1,-2,-2,10,-3,4
COc1ccccc1NC(=O)COc1ccc(C(=O)NCC2CCCO2)cc1OC (stereo unspecified),-2,-4,-0.8,-1.5,-2,0,-1,·,-7,-35
COc1ccc(CN2CCN(Cc3ccc(C(F)(F)F)cc3)CC2)c(OC)c1,-4,0,-0.6,-0.3,-5,-1,-5,0,0,2
CC(C)C[C@H]1CNC(=S)N1CC1CCCN1C[C@H](Cc1ccc(O)cc1)N1C[C@H](Cc2ccccc2)N(CC2CCCCCC2)C1=S (stereo partly specified),-5,7,0.1,-1.3,2,-7,-15,-7,0,11
Cc1cccc(OCC(=O)NNC(=O)CSc2ncc(C#N)c(N)n2)c1,0,-3,-0.3,-1.2,-1,-1,-2,-4,6,-4
O=C(NCc1ccc(F)cc1)C(=O)NCC(c1ccco1)N1CCOCC1 (stereo unspecified),0,-3,1.2,-1.6,1,-3,-3,-4,4,·
O=C(CSc1ccc2nnc(-c3ccccn3)n2n1)NCc1ccco1,1,-3,-0.1,-0.4,8,0,-11,·,9,13
CCOC(=O)N1CCN(c2cc(C)c(C(C)=O)cc2F)CC1,5,-2,-1.6,-1.1,-6,-3,8,-3,1,-30
CCOC(=O)c1sc2ccccc2c1OC(=O)c1ccccc1OC,5,3,1.3,-0.8,-9,-14,-2,7,-15,-7
CC(C)Cc1nc2ccccc2[nH]1,0,2,0.5,0.3,-3,1,-8,0,-15,30
Cc1cc(C(=O)NC2CCC(C)CC2)c(C)o1 (stereo unspecified),-3,-4,-1.1,0.3,2,-2,-2,-10,-18,·
O=C(Cn1c2[n+](c3ccc(C(F)(F)F)cc31)CCCCC2)Nc1ccccc1,-6,19,-0.6,-2.0,-14,2,1,-2,4,8
Cc1cccc(S(=O)(=O)N/N=c2\sc3ccccc3n2C)c1,-2,4,-2.2,0.5,-1,-3,2,-1,12,29
O=C1CCC(C(=O)OCC(=O)C23CC4CC(CC(C4)C2)C3)N1 (stereo unspecified),-5,-9,2.1,1.1,-7,-3,1,·,5,27
CCNCc1ccc(OCc2cccs2)c(OCC)c1,-3,-1,0.4,-2.6,-6,-2,3,1,-11,-19
COc1ccc(CNC(=O)Cc2ccc(-c3ccccc3)cc2)cc1OC,0,0,-0.5,-1.2,1,-2,5,3,11,·
O=S(=O)(/N=C(/c1ccccc1)N1CCOCC1)c1ccc(F)cc1,4,0,0.1,-0.5,5,0,0,·,-12,·
CCOC(=O)c1ccc(N=c2sc(C(=O)OC)cc(=O)n2CCCN2CCOCC2)cc1,-33&-28,-3&17,1.0&0.0,-0.7&-2.5,0&10,-1&2,1&-12,-5,6&-5,4&7
COc1ccc(CNC(=O)/C(C)=C\C(=O)O)cc1,0,-8,0.1,-2.1,-4,0,-5,-3,-3,21
Cc1cc(C(=O)NNc2ccccc2F)no1,-2,-5,-2.1,-0.4,-2,0,-9,·,-6,15
COC(=O)c1ccccc1NC(=O)C1(S(=O)(=O)c2ccc(Cl)cc2)CC1,1,-5,-1.5,-2.6,-11,-6,11,0,2,-44
Cn1c(=O)c2c(ncn2CC(COCc2ccccc2)OCc2ccccc2)n(C)c1=O (stereo unspecified),-3,3,-6.9,-1.1,-5,-2,-10,·,-4,2
O=C(Nc1ccc(Br)cc1)c1cccn1-c1ncc(C(F)(F)F)cc1Cl,0,-6,-0.9,-0.5,2,-9,3,·,1,-29
Cn1cnc([N+](=O)[O-])c1Sc1ccc(Br)cc1,-3,3,0.8,-1.6,-13,-3,-3,-2,49,7
O=C1Nc2ccccc2C(=O)N2CCCCC12 (stereo unspecified),5,0,-1.1,-7.0,-13,1,0,-8,3,26
O=C(/C=C/c1cccs1)N1CCN(c2ccc(F)cc2)CC1,-2,-7,2.1,0.0,3,-6,1,2,2,11
Cc1ccc(NC(=O)COc2ccc3oc4c(c3c2)CCCC4)nc1,-5,-1,-0.5,-1.4,-9,-5,-2,5,19,·
O=C(COC(=O)Cc1c(Cl)cccc1Cl)NCc1ccco1,-7,-6,1.1,-0.8,-8,-1,5,·,-4,19
C=Cc1ccc(C(=O)N2CCCC(CCC(=O)N3CCN(c4ccccn4)CC3)C2)cc1 (stereo unspecified),-1,-3,4.6,-1.7,-6,0,1,-5,0,-5
CN1c2ccccc2C(O)=C(C(=O)Nc2ccccc2)S1(=O)=O,1,2,1.4,0.1,-7,0,-5,-4,4,8
Cc1ccc(S(=O)(=O)N(C)c2ccc(C(=O)NCCc3ccccc3)cc2)cc1,-2,-8,-0.1,-2.5,-2,-1,-5,-2,0,0
O=C(NNC(=O)c1ccc(F)cc1)c1ccncc1,2,-1,-1.5,-0.6,-2,0,4,-2,2,15
C=CCn1c(SCC(=O)NCC(=O)OCC)nnc1-c1ccccn1,-4,1,0.3,-1.2,3,1,-3,·,-5,4
Cc1nnc(SCC(=O)N(C)CC(=O)Nc2ccccc2Cl)s1,-2,-7,-0.7,-1.4,-1,1,-5,-1,-2,2
COC(=O)C1=C(C)NC(C)=C(C(=O)OC)C1c1ccc(C)o1,-3,·,-0.7,0.0,·,·,·,·,-1,27
CN(CC(=O)Nc1ccc2c(c1)OCCO2)S(=O)(=O)c1ccc(F)cc1,1,2,-0.1,-2.7,-6,-1,-8,-1,-7,·

# Compound profiles, from the list above. Screens in order: Keap1 Nrf2 FP | RTF Ca sens act | LANA DNA inh | CAL PDZ FP-1 | PKA-R2B activ | DAGLB inhibitor | Cardiac RTF inh | CAL PDZ FP-2 | Rtt109 HAT inh | SR-BI DiI-HDL act
# Shown for COc1ccccc1NC(=O)COc1ccc(C(=O)NCC2CCCO2)cc1OC (stereo unspecified) = -2 | -4 | -0.8 | -1.5 | -2 | 0 | -1 | · | -7 | -35
# Shown for COC(=O)C1=C(C)NC(C)=C(C(=O)OC)C1c1ccc(C)o1 = -3 | · | -0.7 | 0.0 | · | · | · | · | -1 | 27

# Another view of part of the listing above.
mol | Keap1 Nrf2 FP | RTF Ca sens act | LANA DNA inh | CAL PDZ FP-1 | PKA-R2B activ | DAGLB inhibitor | Cardiac RTF inh | CAL PDZ FP-2 | Rtt109 HAT inh | SR-BI DiI-HDL act
O=C(Nc1ccc(Br)cc1)c1cccn1-c1ncc(C(F)(F)F)cc1Cl | 0 | -6 | -0.9 | -0.5 | 2 | -9 | 3 | · | 1 | -29
Cn1cnc([N+](=O)[O-])c1Sc1ccc(Br)cc1 | -3 | 3 | 0.8 | -1.6 | -13 | -3 | -3 | -2 | 49 | 7

# Additional compounds:
SMILES,Keap1 Nrf2 FP,RTF Ca sens act,LANA DNA inh,CAL PDZ FP-1,PKA-R2B activ,DAGLB inhibitor,Cardiac RTF inh,CAL PDZ FP-2,Rtt109 HAT inh,SR-BI DiI-HDL act
CC(=O)Nc1nc2cc(N)ccc2s1,1,-7,-0.5,0.2,-1,2,-18,4,-7,13
CN(C)CCn1c2c(c(SCC(=O)Nc3ccccc3)nc1=O)CCCC2,-2,-5,-0.1,-1.6,5,1,-5,2,-4,28
O=C(COC(=O)Cc1cccs1)Nc1cc(S(=O)(=O)N2CCOCC2)ccc1Cl,0,2,2.8,0.6,1,0,-2,-6,-3,38
O=C(Nc1ccc2ccccc2n1)Nc1ccccc1F,0,0,-1.9,0.8,-2,-2,1,11,0,-9
CCCc1cc(=O)[nH]c(SCc2ccccc2Cl)n1,-3,0,0.4,-1.0,-14,-6,-4,·,-10,-2
CCC(C)Sc1nnc(NS(=O)(=O)Cc2ccccc2)s1 (stereo unspecified),0,4,0.4,-0.2,-4,2,0,-2,3,26
O=C(CSc1ncn[nH]1)NCCC(c1ccccc1)c1ccccc1,-5,2,-0.9,-0.4,1,-1,-4,-2,-1,5
CCc1ccc(CN(C)C(=O)CCc2nnc(COc3ccccc3)o2)cc1,2,0,0.8,-2.3,2,0,4,1,0,2
O=C(NC1CCCC1)C(c1cccnc1)N(C(=O)c1csnn1)C1CC1 (stereo unspecified),-1,2,-0.7,-0.7,5,0,-2,-1,-14,6
O=C(CCl)NCCN1C(=O)S/C(=C\c2cccnc2)C1=O,-4,3,-20,-0.5,5,2,-8,-4,·,11
Cc1cc2n(c(=O)c1C#N)CCCN2c1cccc(Cl)c1,-3,1,0.4,-0.5,-10,4,1,·,6,-1
O=C(N/N=C/c1cc(Br)c(O)c(Br)c1O)c1ccc2c(c1)OCCO2,5,-2,-0.7,4.0,-11,9,-3,9,15,-30
Cc1ccc2c(c1)C(=O)CC(c1ccccc1)S2 (stereo unspecified),0,0,1.6,-1.6,3,-9,4,-1,1,5
COc1c(O)ccc2cnn(-c3ccccc3C)c(=O)c12,-2,0,-1.3,-1.8,5,1,-4,-1,-21,-8
COc1ccc(C(=O)OCC(=O)c2c(N)n(C)c(=O)n(C)c2=O)c(OC)c1OC,-5,-3,-3.3,0.5,-7,0,-2,0,-3,8
C=CCN1C(=O)C2(OCCCO2)c2cccc(C)c21,-1,-2,-0.8,·,-5,-2,-2,11,-3,-7
COc1ccccc1N(C)S(=O)(=O)c1ccc(C(=O)NC(C)c2ccccc2)cc1 (stereo unspecified),-1,4,-2.0,-1.0,-1,-3,-5,-1,4,-11
O=C(NCc1ccco1)c1ccc(Cn2c(=O)c3ccccc3n(Cc3cccc(Cl)c3)c2=O)cc1,3,0,-1.4,-0.4,3,8,5,-5,-1,-65
Cc1ccccc1NC(=O)c1ccco1,1,-3,-2.4,-0.1,-7,-3,3,-5,7,-3
CSc1ccccc1NC(=O)CN(c1cccc(C)c1)S(C)(=O)=O,-1,1,-1.7,-1.2,-4,-1,-2,-5,2,4
